# Compound activity from PubChem BioAssay.
# GPR55 activation – GPR55 agonists via beta-arrestin recruitment, primary screen, imaging, U2OS cells, beta-arrestin-GFP redistribution (AID 1961). one-dose activation, % at 10 µM; EC50 in µM for titrated hits. U2OS GPR55 beta-arrestin-GFP redistribution imaging; higher % means a stronger effect. 0.048% of 290,000 active;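 active means activation above 40% with more than 50 cells counted in the well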;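 further: U2OS osteosarcoma cells stably expressing GPR55 and beta-arrestin-GFP; plate controls were DMSO negative control for no effect and LPI positive control for full effect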
# NTR1 agonist – agonists of NTR1, primary screen, imaging, U2OS cells, beta-arrestin-GFP, high content (AID 493036); P30989; NTR1-U2OS beta-arrestin-GFP spot imaging, agonist mode; activation, % at 20 µM; 0.17% of 330,000 active;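 active means activation at or above 40% of the spot to cytoplasm intensity ratio, with at least 20 cells analyzed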;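 further: 0% = DMSO without peptide and 100% = 100 nM NTR1 peptide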
# Target sequence (P30989 whole entry, looked up): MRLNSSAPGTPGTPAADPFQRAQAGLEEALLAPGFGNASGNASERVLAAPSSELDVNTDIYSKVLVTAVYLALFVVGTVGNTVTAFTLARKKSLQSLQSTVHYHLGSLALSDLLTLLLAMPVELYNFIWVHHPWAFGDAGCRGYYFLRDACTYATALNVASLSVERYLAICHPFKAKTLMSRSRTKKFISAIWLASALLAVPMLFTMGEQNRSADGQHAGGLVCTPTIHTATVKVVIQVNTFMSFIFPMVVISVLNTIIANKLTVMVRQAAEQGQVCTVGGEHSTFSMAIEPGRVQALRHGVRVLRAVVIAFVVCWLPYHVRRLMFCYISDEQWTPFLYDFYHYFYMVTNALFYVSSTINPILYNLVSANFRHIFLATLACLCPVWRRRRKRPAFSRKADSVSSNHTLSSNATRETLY
# NOD1 inhibition – inhibition of NOD1-driven NF-kB reporter – cell-based, luminescence, uHTS, primary screen (AID 1578) | NOD1-driven NF-kB luciferase reporter cells, luminescence; higher % means a stronger effect | inhibition, % at 4 µM, or EC50 in µM where a hit was titrated | 1% of 290,000 active; in the data active means inhibition mostly above about 36%, no sharp cut-off; inactive means mostly below about 34%;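 further: HEK-293T reporter cells stimulated with the NOD1 agonist gamma-tri-DAP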
# KOR beta-arrestin-1 – KOR antagonists, beta-arrestin recruitment, cell-based, luminescence, uHTS (AID 1778); KOR beta-arrestin recruitment, luminescence, antagonist mode; higher % means a stronger effect; inhibition, % at 10 µM, or IC50 in µM where a hit was titrated; 0.091% of 290,000 active; in the data active means inhibition above about 50%; further: strong numbers were not always called active
# K1F lysis inhibition – protection from phage-mediated lysis, alamar blue read-out – E. coli UTI89, K1F phage, bacterial capsule biogenesis inhibitors (AID 488966) | inhibition, % at 100 µM; hits with a dose series show IC50 in µM | E. coli UTI89 K1F phage lysis, alamar blue, 2 h; higher % means a stronger effect | 0.02% of 340,000 active;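 active means phage lysis inhibition, versus mean bacterial control, above a set limit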;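 further: capsule biogenesis inhibitors block K1F phage lysis so surviving cells raise fluorescence; higher fluorescence means more inhibition of phage lysis; actives were called in the ten point dose series up to 300 µM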
# Rac1 GTP hydrolysis – MgcRacGAP GTPase-activating activity inhibitors, confirmation, biochemical, ADP Hunter fluorescence; AID 624330; inhibition, % at 30 µM, or IC50 in µM where a hit was titrated; 0.6% of 340,000 active; MgcRacGAP-stimulated Rac1 GTP hydrolysis, ADP Hunter fluorescence; higher % means a stronger effect; GST-tagged Rac1 F28L mutant substrate;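 active means first-screen hits whose inhibition reached a set limit at any dose in the follow-up dose series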;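 further: fluorescence reports GDP produced by GAP-driven GTP hydrolysis; strong numbers were not always called active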
# KOR beta-arrestin-2 – kappa opioid receptor activators – cell-based, luminescence, uHTS, primary screen (AID 1777). KOR beta-arrestin recruitment, luminescence; higher % means a stronger effect. 0.02% of 280,000 active. one-dose activation, % at 10 µM; EC50 in µM for titrated hits; in the data active means activation above about 50%, passing the limit was not always enough; further: a part of the inactive calls stands beside numbers as strong as those of hits
# GPR35 arrestin U2OS – inhibition of zaprinast-stimulated GPR35 beta-arrestin translocation – imaging, U2OS, beta-arrestin-GFP, zaprinast agonist, primary screen (AID 2058). 0.052% of 290,000 active. U2OS GPR35 beta-arrestin-GFP translocation imaging, zaprinast antagonism; higher % means a stronger effect. one-dose inhibition, % at 10 µM; IC50 in µM for titrated hits;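 active means inhibition of at least 50% with at least 30 cells and total cytoplasm GFP at most 10,000,000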
# GPR55 LPI antagonism – inhibition of LPI-stimulated GPR55 beta-arrestin translocation – imaging, U2OS, beta-arrestin-GFP, LPI agonist, primary screen (AID 2013). U2OS GPR55 beta-arrestin-GFP translocation imaging, LPI antagonism; higher % means a stronger effect. inhibition, % at 10 µM; hits with a dose series show IC50 in µM. 0.13% of 290,000 active;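 active means spots per cell inhibited over 60%, with over 100 cells counted and total cytoplasm intensity under 500,000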;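 further: U2OS cells stably carrying GPR55 and arrestin-GFP stimulated by 5 µM LPI near EC80; imaged beta-arrestin-GFP aggregate spots per cell after agonist stimulation; plate controls were LPI-stimulated DMSO wells for no effect and DMSO wells without LPI for full effect; some results filed as inactive read as strong as hits; confirmed hits need IC50 under 10 µM and bright autofluorescent wells are also inconclusive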
# NTR1 agonist cell count 20 µM – second read-out of NTR1 agonist, no call of its own (marks repeat the call); cell count; measured here: cell count, cytotoxicity flag
# An asterisk follows results filed as active; . = no result given; [ ] = another dose, or the depositor's remark.
# Values run as follows: KOR beta-arrestin-2	K1F lysis inhibition	GPR35 arrestin U2OS	Rac1 GTP hydrolysis	NOD1 inhibition	NTR1 agonist cell count 20 µM	KOR beta-arrestin-1	NTR1 agonist	GPR55 LPI antagonism	GPR55 activation
(1) COc1ccc(-c2nnc(NC(=O)c3c(OC)cccc3OC)s2)cc1
 : -0.8%	-0.1%	-4%	9%	-41%	43	4%	0.3	-2%	-0.1%
(2) CC(C)NC(=O)NC(=O)COC(=O)c1c2c(nc3ccccc13)CCC2
 : 4.8%	-0.2%	3%	8%	65%	58	0%	10	9%	-0.1%
(3) CCN(CC)CC(=O)Nc1ccc([N+](=O)[O-])cc1
 : 2.8%	1.0%	5%	-6%	-26%	47	-28%[20 µM]	-0.8	-3%	-0.1%
(4) CCn1c(N2CCN(C(=O)/C=C/c3ccccc3)CC2)nc2ccccc21
 : -4.8%	0.1%	8%	11%	-15%	81	-16%[20 µM]	0.3	11%	-0.1%
(5) Cc1nnc(NC(=O)CSc2nnc(Cc3ccccc3)n2Cc2ccccc2)s1
 : -5.5%	-0.4%	-5%	10%	-9%	33	32%	-0.2	-3%	0.0%
(6) Cc1ccc2c(c1)N(CC(=O)NCCCN1CCCCC1)C(=O)CO2
 : -3.5%	0.2%	-7%	6%	23%	31	3%	-1.5	3%	0.0%
(7) Cc1nn(CC(=O)Nc2ccc(F)cc2)c(=O)c2ccccc12
 : -1.0%	0.1%	-1%	7%	-5%	95	17%	0.9	2%	-0.2%
(8) CCC(=O)N1CCN(c2ccccc2NC(=O)c2cccc(C)c2)CC1
 : -4.6%	3.6%	-2%	4%	-23%	58	26%	-0.4	-4%	0.3%
(9) O=C1C=C(Nc2ccc(O)cc2)C(=O)c2ccccc21
 : -1.7%	0.1%	-6%	24µM*	-10%	65	0%	-1.0	1%	-0.1%
(10) COCCOC(=O)c1c(C)nc(SCC(=O)Nc2ccc(C)cc2)c(C#N)c1-c1ccco1
 : -1.5%	1.4%	-6%	10%	-36%	50	22%	4.7	5%	0.2%
(11) COc1ccc(CNC(=O)c2nnn(-c3cccc(C(F)(F)F)c3)c2N)cc1
 : 1.3%	0.3%	6%	0%	7%	65	-8%	1.2	12%	-0.3%
(12) COc1cccc(/C=C/C(=O)OCC(=O)Nc2cc(S(=O)(=O)N3CCOCC3)ccc2C)c1
 : -3.1%	-0.1%	-6%	2%	-4%	61	3%	-0.8	15%	0.6%
(13) O=C(CN(c1ccccc1F)S(=O)(=O)c1ccccc1)Nc1ccc2c(c1)OCCO2
 : -3.1%	-0.1%	-10%	7%	7%	48	7%	1.2	-13%	1.5%
(14) CCc1ccccc1NC(=O)C/C(C)=N/NC(=O)COc1ccccc1C
 : -2.8%	1.7%	-16%	5%	32%	44	19%	3.7	-4%	-0.2%
(15) COc1ccc([C@H]2[C@H](C(C)=O)N3N=Cc4ccccc4C3C23C(=O)OC(C)(C)OC3=O)cc1 (stereo partly drawn)
 : -1.2%	2.7%[50 µM]	6%	7%	48%	45	-30%	3.6	-8%	0.2%
(16) COc1ccc(CCNC(=O)CSc2nc3sc(C(=O)O)c(C)c3c(=O)[nH]2)cc1OC
 : 5.5%	0.2%[50 µM]	8%	4%	-52%	55	-16%	2.4	20%	-0.1%
(17) COC(=O)C1=C(O)CSC1=Nc1ccc(C)cc1
 : 8.5%	8.7%	2%	5%	-29%	39	7%	-0.9	9%	-0.3%
(18) NS(=O)(=O)c1ccc(CCNCC(=O)NCc2ccccc2Cl)cc1
 : -0.7%	0.1%	4%	14%	-3%	107	6%	-1.1	14%	-0.1%
(19) COc1ccc([N+](=O)[O-])cc1NC(=O)N(C)Cc1ccco1
 : -1.8%	0.1%	4%	4%	-2%	57	19%	0.6	13%	-0.1%
(20) Cc1ccc(C)n1-c1cc([N+](=O)[O-])ccc1-n1ccnc1
 : -2.0%	.	7%	.	4%	43	13%	0.4	-2%	0.5%
(21) Cc1ccc(C)c(S(=O)(=O)c2c(C)cc(C)nc2Cl)c1
 : -1.3%	0.2%	7%	8%	3%	95	15%	-1.5	2%	0.0%
(22) CCn1c(-c2cc(-c3cc(C)ccc3C)nc3ccccc23)n[nH]c1=S
 : 2.9%	2.0%	20%	6%	2%	44	31%	-0.3	3%	-0.5%
(23) Cc1nc(NC(=O)CSc2nnc(Cn3nnc4ccccc43)n2C)sc1C
 : 6.9%	1.0%	-6%	0%	1%	44	9%	-0.4	4%	0.0%
(24) COc1ccc(NC(=S)NN2CCN(C)CC2)cc1OC
 : -2.9%	1.3%[50 µM]	4%	5%	-11%	59	13%	-0.9	8%	0.3%
(25) COc1ccccc1C(=O)Nc1ccnn1C1CCN(C/C=C/c2ccc(F)cc2)CC1
 : 1.4%	-0.1%	9%	0%	-12%	47	-11%	-0.9	-2%	-0.1%
(26) COc1ccc(CC(=O)NCc2n[nH]c(=S)n2-c2ccccc2OC)cc1
 : 3.5%	-0.1%	-4%	0%	-22%	49	-17%	1.8	20%	-0.4%
(27) O=C1CN(CC(=O)Nc2ccc(Cl)cc2)CCN1
 : -3.4%	-0.4%	3%	9%	-7%	36	0%	-0.1	1%	0.0%
(28) COc1ccc(C)cc1NC(=O)CN1CCN(c2ccccc2F)CC1
 : -1.1%	0.4%	9%	5%	7%	47	-11%	1.1	-2%	-0.1%
(29) COc1ccc(C(=O)Nc2nc3ccc(S(C)(=O)=O)cc3s2)cc1OC
 : -0.5%	-0.5%	1%	4%	4%	34	-4%	-1.0	9%	-0.3%
(30) O=C(NCCNS(=O)(=O)c1ccc(C(F)(F)F)cc1)N1CCOCC1
 : 5.2%	-1.1%	12%	-3%	-8%	50	-5%	2.1	-6%	0.3%
(31) CCCCc1cc(=O)oc2cc(C)c(CN3CCCC3)c(O)c12
 : -1.8%	0.2%	2%	17%	0%	53	1%	3.8	-3%	0.1%
(32) Cc1c(-c2ccccc2)[n+](=O)c(-c2ccc(Cl)cc2)c(C)n1[O-]
 : -7.1%	0.4%	15%	5%	-48%	61	-12%[20 µM]	0.8	6%	0.3%
(33) Cc1cccc(OCC(O)Cn2c(=N)n(CCN3CCOCC3)c3ccccc32)c1 (stereo not drawn)
 : .	0.3%	-1%	9%	4%	84	.	-1.7	-5%	0.5%
(34) COc1cc(CC(=O)Nc2cccc(SC)c2)cc(OC)c1OC
 : -0.4%	-1.1%	-2%	8%	-19%	50	-31%	-0.3	-17%	0.0%
(35) O=C(CN(CCc1ccccc1)C(=O)CNS(=O)(=O)c1ccc(F)cc1)NCc1ccco1
 : 7.4%	8.3%	15%	5%	-11%	56	14%	0.3	10%	-0.2%
(36) COc1cccc(NC(=O)CNS(=O)(=O)c2ccc3nc(C)sc3c2)c1
 : -0.4%	0.2%	11%	12%	-10%	49	22%	-0.6	4%	0.3%
(37) COC(=O)c1ccc(S(=O)(=O)N2CCOCC2)o1
 : -3.1%	0.1%	5%	6%	-31%	65	11%	-0.2	4%	-0.2%
(38) COc1ccccc1N1C(=O)c2ccc(C(=O)Nc3cccc(C(C)=O)c3)cc2C1=O
 : -4.4%	0.2%	3%	8%	8%	87	3%	-0.5	10%	0.0%
(39) CC(=O)NCCC(=O)Nc1nc(-c2c[nH]c3ccccc23)cs1
 : -7.1%	-0.6%	9%	7%	-10%	44	-31%	-1.0	14%	0.2%
(40) O=C(CN1C2CCCC1CC(NC(=O)c1ccccc1)C2)Nc1nccs1 (stereo not drawn)
 : -1.7%	-0.4%	-5%	6%	-32%	88	-37%	1.2	9%	-0.2%
(41) O=C(COc1ncnc2ccccc12)N1CCN(S(=O)(=O)c2ccc(Cl)cc2)CC1
 : -5.9%	0.1%	-6%	6%	-15%	97	-15%	-1.4	-3%	0.2%
(42) CCN(c1cccc(C)c1)C(C(=O)Nc1ccc(OC)cc1)c1cc2c(cc1[N+](=O)[O-])OCO2 (stereo not drawn)
 : 6.7%	0.6%	-10%	7%	-4%	55	28%	1.4	-1%	0.7%
(43) Cc1cccc(CN(CC(=O)N/N=C/c2cccs2)S(=O)(=O)c2ccc(Cl)cc2)c1
 : 2.7%	0.3%	-3%	12%	12%	48	11%	6.9	.	-0.1%
(44) CCOC(=O)c1ccc(Oc2nc(NC)nc(SC)n2)cc1
 : 1.2%	-0.1%	8%	5%	-27%	48	-23%	-0.4	3%	-0.1%
(45) CCOC(=O)N/N=C/c1ccc(Oc2ccccc2)cc1
 : -2.5%	0.4%	-1%	8%	-58%	.	16%	.	1%	-0.4%
(46) COC(=O)c1ccccc1NC(=O)Cn1cnc2c(cnn2-c2ccccc2)c1=O
 : 24%	-0.3%	8%	8%	-2%	64	2%	-2.0	2%	-0.2%
(47) COc1nc(Nc2ccc(OC)c(Cl)c2)nc(OC)n1
 : -4.8%	-0.1%	13%	18%	-26%	40	24%	-0.6	-4%	-0.1%
(48) CCN(Cc1cnn(C)c1)Cc1nc(C2(c3ccc(C)cc3)CCCC2)no1
 : -1.4%	-0.1%	1%	9%	-10%	56	-22%	1.2	-8%	0.2%
(49) Cc1ccc(Cl)cc1N1CCN(C(=O)Cc2csc(Nc3nc(=S)[nH]c4ccccc34)n2)CC1
 : 3.6%	-0.2%	7%	-4%	-51%	72	18%	0.8	18%	-0.7%
(50) COc1cc(NC(=O)c2cccs2)c(C(=O)OCC(=O)NC(=O)NC(C)(C)C)cc1OC
 : 4.0%	1.4%	1%	10%	5%	62	6%	14	-11%	-0.2%
(51) O=C(CN1C(=O)c2ccccc2S1(=O)=O)NC(Nc1ccccc1F)C(Cl)(Cl)Cl (stereo not drawn)
 : 0.7%	0.2%	1%	3%	1%	32	32%	4.4	-2%	0.4%
(52) COc1cccc(OC)c1C(=O)Nc1ccc(C)cc1C(=O)c1ccccc1
 : 1.3%	2.2%	20%	8%	-15%	41	12%	0.5	8%	0.2%
(53) O=C(NCC(=O)N(c1cccnc1)C(C(=O)NC1CCCCC1)c1cccnc1)c1ccco1 (stereo not drawn)
 : -1.8%	4.9%	-2%	8%	-25%	69	1%	-0.1	6%	1.3%
(54) Cc1ccc2cc3cc(C(=O)N4CCCCCC4)oc3nc2c1
 : 0.2%	5.4%	-2%	7%	-31%	48	-55%	1.6	-1%	-0.3%
(55) COC(=O)C1=C(C)NC(=O)/C1=C\c1cccs1
 : 0.5%	0.1%	0%	16%	-19%	54	-2%	-0.1	8%	-0.1%
(56) COc1ccccc1C1(O)CCN(CC(=O)Nc2c(C)nn(C)c2C)CC1
 : -6.8%	1.0%	2%	7%	-11%	61	-12%	2.3	2%	0.4%
(57) COc1cccc(N2C(=O)CN(Cc3cc(OC)c(OC)c(OC)c3)C2=S)c1
 : -4.4%	4.2%	3%	2%	-12%	66	-7%	-1.3	-2%	0.0%

# Some of the compounds tested; count on the stated rates, not on these rows.
